# inhibitors of VEEV: inhibitors of VEEV TC-83 cytopathic effect, confirmation, Vero cells (AID 588727). 350,000 compounds, 0.13% hits. Vero cells, VEEV TC-83 cytopathic effect inhibition; higher % means a stronger effect. inhibition, % at 20 µM, or IC50 in µM where a hit was titrated; in the data active = a potency from the dose series; inconclusive = inhibition mostly from about 14% at the one dose, without a potency; inactive = the rest, 99 in 100 with inhibition below about 12%; note: strong numbers were not always called active
# Salmonella PhoP GFP: PhoP regulon inhibitors, Salmonella typhi PhoP promoter GFP reporter, confirmatory (AID 1850); one-dose inhibition, % at 50 µM; IC50 in µM for titrated hits; Salmonella Typhi PhoP-promoter GFP reporter, fluorescence, 4 h; higher % means a stronger effect; 310,000 compounds, 0.33% hits; in the data active = a potency from the dose series; inconclusive = inhibition mostly from about 25% at the one dose, without a potency; inactive = the rest, 99 in 100 with inhibition below about 19%;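 note: 0% = induced wells with vehicle and 100% = uninduced wells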
# H37Rv inhibition: M. tuberculosis growth inhibition, HTS (AID 449762). M. tuberculosis H37Rv growth inhibition, 7H9 media; higher % means a stronger effect. inhibition, % at 25 µM; hits with a dose series show IC50 in µM. 330,000 compounds, 0.59% hits; in the data active = a potency from the dose series; inconclusive = inhibition above about 70% without an active follow-up result;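 note: bacterial growth assessed after seven days of incubation; strong numbers were not always called active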
# H1N1 NS1A inhibition: H1N1 influenza NS1A inhibitors, functional cell based assay (AID 504329); NS1A functional cell-based assay, percent inhibition; higher % means a stronger effect; one-dose inhibition, % at 12.5 µM; IC50 in µM for titrated hits; 340,000 compounds, 0.3% hits; in the data active = a potency from the dose series; inconclusive = inhibition above about 27% without an active follow-up result; note: strong numbers were not always called active
# tuberculosis growth: growth inhibition of non-replicating M. tuberculosis (AID 488890); Mycobacterium tuberculosis non-replicating, growth inhibition; higher % means a stronger effect; inhibition, % at 25 µM; hits with a dose series show IC50 in µM; 320,000 compounds, 0.39% hits; in the data active = a potency from the dose series; inconclusive = inhibition mostly from about 82% at the one dose, without a potency; inactive = the rest, 99 in 100 with inhibition below about 76%;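 note: plate controls were DMSO cells for no effect and high antibiotic wells for full effect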
# inhibitors of VEEV 10K pilot screen: further read-out of inhibitors of VEEV, marked with its call; inhibition, %; measured here: 10K pilot screen inhibition
# * hit, by the source's call; i = inactive; ? = inconclusive; . = no result given.
SMILES,inhibitors of VEEV,Salmonella PhoP GFP,H37Rv inhibition,H1N1 NS1A inhibition,tuberculosis growth,others
O=C(c1ccc(S(=O)(=O)NCc2ccco2)cc1)N1CCN(Cc2ccccc2F)CC1,9.2%,.,.,-2%,.,
Cc1cc(C)c(S(=O)(=O)c2cccc(Cl)c2)c(Cl)n1,3.3%,8%,-7%,4%,4%,inhibitors of VEEV 10K pilot screen=1.5
COc1cc(NS(=O)(=O)c2ccc(NC(=O)c3cccnc3)cc2)ncn1,0.4%,-7%,-12%,-5%,-3%,
CCN1CCN(C(=O)CCNC(=O)Cn2ccc3ccccc3c2=O)CC1,i,3%,-8%,0%,-11%,inhibitors of VEEV 10K pilot screen=0.1
C=CCNC(=S)N/N=C1\CCS(=O)(=O)c2ccccc21,1.6%,10%,-2%,-12%,16%,
COc1ccc(NC(=O)c2cnn3c(C(F)(F)F)cc(-c4ccco4)nc23)cc1OC,7.0%,-3%,1%,1%,-2%,
COc1ccc(C(C)=O)cc1CC(C(=O)c1ccc(C)cc1)N(C)C (centres undefined),i,-7%,9%,-2%,19%,
CN(c1ncc(C(F)(F)F)cc1Cl)n1cc(C(N)=O)c2ccccc2c1=O,0.2%,-6%,-1%,-15%,7%,
Cc1cc(C)c(S(=O)(=O)Nc2nnc(C3CCCCC3)s2)c(C)c1,1.3%,4%,0%,-2%,52%,
CCCc1cc2c(cc1NC(=O)c1ccccc1C)OCO2,0.9%,-1%,?,8%,21%,
CC1CC(=O)N(CC(=O)Nc2cccc(F)c2)c2ccccc2S1(=O)=O (centres undefined),1.4%,-17%,7%,4%,8%,
CC(C)CCN(C(=O)c1cc(=O)[nH]c2ccccc12)c1c(N)n(Cc2ccccc2)c(=O)[nH]c1=O,0.5%,.,-10%,-7%,31%,
Nc1nc2ccccc2nc1N,3.8%,-1%,18%,12%,-1%,
CCc1ccccc1NC(=O)CC(NCc1ccccc1)C(=O)O (centres undefined),0.2%,6%,1%,3%,-4%,
Cc1ccc(C)c(CN2C(=O)c3ccccc3S(=O)c3ccc(C(=O)N4CCN(c5ccccn5)CC4)cc32)c1 (centres undefined),2.5µM*,10%,7%,8%,63%,
Cc1ccc(C(=O)N2C(=O)C(c3ccccc3)Oc3ccccc32)cc1 (centres undefined),0.7%,5%,-3%,7%,51%,
COCCn1nnnc1C(c1cc2cc(C)ccc2[nH]c1=O)N1CCc2ccccc21 (centres undefined),2.3%,-5%,14%,1%,15%,
Cc1ccc2oc3c(c(=O)c2c1)C(c1cccc(O)c1)N(c1ccccn1)C3=O (centres undefined),13%,-14%,-5%,6%,-7%,
Cc1ccccc1Cn1nc(C)c(NC(=O)C2(C)CC2(Cl)Cl)c1C (centres undefined),0.4%,7%,1%,2%,-11%,
CCc1nc(SCc2ccc(Br)cc2)n[nH]1,0.9%,-9%,9%,-18%,28%,
COCCn1c(-c2ccccc2F)n[nH]c1=S,i,-1%,-3%,5%,6%,
COc1cc(F)ccc1S(=O)(=O)n1c(C)nc2ccccc21,0.3%,1%,1%,-1%,1%,
COc1cc(Cn2c(-c3nonc3N)nc3ccccc32)ccc1C,i,2%,-9%,5%,16%,
Cc1ccccc1NS(=O)(=O)c1cc(C(=O)N2CCCC2)ccc1Cl,3.3%,-6%,-11%,7%,7%,
COc1ccccc1S(=O)(=O)CC(O)COc1ccc(F)cc1Cl (centres undefined),1.2%,4%,-4%,1%,5%,
CCc1ccc(N(C(=O)CNC(=O)c2cccs2)C(C(=O)NC(C)(C)C)c2cc(OC)c(OC)c(OC)c2)cc1 (centres undefined),0.3%,-10%,-8%,6%,-24%,
CCOc1ccccc1NC(=O)c1nc[nH]c1C(=O)Nc1ccccc1OCC,7.5%,-2%,-3%,3%,24%,
C[C@H](NC(=O)c1nc[nH]c1C(=O)N[C@@H](CCCCN)C(=O)OC(C)(C)C)C(=O)OCc1ccccc1,0.4%,.,-3%,-11%,17%,
CC(NS(=O)(=O)c1ccc(Cl)cc1)C(=O)Nc1ccc2c(c1)OCCO2 (centres undefined),1.9%,12%,6%,5%,-1%,
Cc1ccc(NC(=O)C2C(C(=O)O)C3C=CC2C32CC2)cc1 (centres undefined),0.6%,3%,-18%,-1%,-1%,inhibitors of VEEV 10K pilot screen=0.8

# The list goes on (4 carried over from the part before).
SMILES,inhibitors of VEEV,Salmonella PhoP GFP,H37Rv inhibition,H1N1 NS1A inhibition,tuberculosis growth,others
CCOc1ccccc1NC(=O)c1nc[nH]c1C(=O)Nc1ccccc1OCC,7.5%,-2%,-3%,3%,24%,
C[C@H](NC(=O)c1nc[nH]c1C(=O)N[C@@H](CCCCN)C(=O)OC(C)(C)C)C(=O)OCc1ccccc1,0.4%,.,-3%,-11%,17%,
CC(NS(=O)(=O)c1ccc(Cl)cc1)C(=O)Nc1ccc2c(c1)OCCO2 (centres undefined),1.9%,12%,6%,5%,-1%,
Cc1ccc(NC(=O)C2C(C(=O)O)C3C=CC2C32CC2)cc1 (centres undefined),0.6%,3%,-18%,-1%,-1%,inhibitors of VEEV 10K pilot screen=0.8
COc1ccc(-c2cc(C(=O)N3CCCC3)no2)cc1OC,2.2%,1%,5%,-1%,-7%,
Cc1ccc(NC(=O)CN2CCN(C(=O)c3ccco3)CC2)cc1S(=O)(=O)N(C)C,2.0%,.,.,-13%,.,
CC(C)(/C=N/O)/[N+]([O-])=C/c1ccco1,1.6%,-4%,-9%,0%,-17%,
CC(C)OP(=O)(CCP(=O)(OC(C)C)OC(C)C)OC(C)C,0.2%,10%,-5%,-1%,-9%,
CCCCN1C[C@H](C)[C@@H](CC(=O)NCc2ccccc2)C1=O,1.2%,14%,3%,-3%,-10%,
COc1ccccc1OCC(=O)Nc1ccc(S(=O)(=O)Nc2cc(C)on2)cc1,0.3%,-4%,-5%,-5%,-10%,
CCOC(=O)c1cc2sccc2n1Cc1ccccc1,i,-3%,3%,9%,8%,
O=C1/C(=C\c2ccc(-c3ccccc3[N+](=O)[O-])o2)C(c2ccccc2)=NN1c1ccccc1,3.1%,0%,2%,21µM*,38%,
COc1ccc(CCNCc2ccccc2F)cc1,i,-3%,10%,-21%,8%,
CC1CCN(CC#CCOc2ccc(Cl)cc2)CC1,0.1%,-1%,-6%,-11%,49%,

# Pulled by compound from above:
SMILES,inhibitors of VEEV,Salmonella PhoP GFP,H37Rv inhibition,H1N1 NS1A inhibition,tuberculosis growth,others
CCCCN1C[C@H](C)[C@@H](CC(=O)NCc2ccccc2)C1=O,1.2%,14%,3%,-3%,-10%,
Cc1ccc(NC(=O)CN2CCN(C(=O)c3ccco3)CC2)cc1S(=O)(=O)N(C)C,2.0%,.,.,-13%,.,
CCOC(=O)c1cc2sccc2n1Cc1ccccc1,i,-3%,3%,9%,8%,
CC1CCN(CC#CCOc2ccc(Cl)cc2)CC1,0.1%,-1%,-6%,-11%,49%,
COc1ccc(-c2cc(C(=O)N3CCCC3)no2)cc1OC,2.2%,1%,5%,-1%,-7%,
CC(C)OP(=O)(CCP(=O)(OC(C)C)OC(C)C)OC(C)C,0.2%,10%,-5%,-1%,-9%,

# Continuation.
SMILES,inhibitors of VEEV,Salmonella PhoP GFP,H37Rv inhibition,H1N1 NS1A inhibition,tuberculosis growth,others
CCOC(=O)c1cc([N+](=O)[O-])sc1NC(=O)CC,0.4%,3%,5%,4%,56%,
COc1ccc(N(CC(=O)NC2CCCC2)C(=O)Cn2nnc(-c3ccc(C)cc3)n2)cc1OC,i,-8%,1%,0%,1%,
COc1ccc(NC(=O)c2ccc(S(=O)(=O)N3CC(C)OC(C)C3)cc2)cc1 (centres undefined),i,.,-10%,0%,20%,
c1ccc(Cc2nn3c(Cn4cnc5ccccc54)nnc3s2)cc1,i,-6%,-3%,4%,78%,
COc1cc(/C=N/N(C)C)cc(Br)c1O,0.9%,-7%,9%,8%,14%,
Cc1nc2ccccn2c1C(=O)NCc1ccc2c(c1)OCO2,i,-9%,30%,-1%,?,
CC1=N/C(=C/c2cccnc2)C(=O)O1,i,5%,-8%,9%,-17%,
COc1cccc2c1OCC(C(=O)OCc1cccnc1)=C2,2.9%,-5%,13%,7%,6%,
CCc1ccc(C(=O)COC(=O)C(CCSC)NC(=O)C23CC4CC(CC(C4)C2)C3)cc1 (centres undefined),0.1%,-2%,2%,-3%,-31%,
O=C1CC(c2ccccc2)C(C(=O)Nc2ccccc2F)N1 (centres undefined),0.3%,15%,2%,-1%,9%,
O=c1oc2ccccc2c(O)c1C(c1ccccn1)c1c(O)c2ccccc2oc1=O,5.4%,27%,-3%,-23%,13%,
O=C(O)CCN1C(=O)c2ccc(Oc3ccc([N+](=O)[O-])cc3)cc2C1=O,0.9%,-2%,-3%,-5%,11%,
CCN1CCCC1CNC(=O)C(=O)NC(C)C (centres undefined),0.1%,9%,-7%,8%,0%,
CCOC(=O)Cn1c(=O)c(-c2cc(Br)ccc2N)nc2ccccc21,2.7%,-1%,4%,12%,-10%,
COc1ccc2nc(N(CCN(C)C)C(=O)/C=C/c3cccs3)sc2c1,1.4%,31%,-2%,-1%,36%,
COC(=O)c1cc(Br)c(=O)n(Cc2ccc(OC)c(OC)c2)c1,1.0%,3%,-8%,-1%,8%,
Cc1c(C(=O)O)oc2ccc(S(=O)(=O)N3CCC(C)CC3)cc12,1.2%,0%,-2%,0%,0%,
COC(=O)c1ccc(NC(=O)COC(=O)C2CCC2)cc1,0.2%,-3%,-6%,9%,-2%,
COc1ccc2nc3sc(C(=O)NCCCN4CCc5ccccc5C4)cc3cc2c1,8.0%,0%,55%,-2%,60%,
CCCCn1c(N)c(N(CCC(C)C)C(=O)COC(=O)/C=C/c2ccc(F)cc2)c(=O)[nH]c1=O,0.5%,.,-4%,-10%,6%,
COc1ccc(CCNC(=O)C2CCN(S(=O)(=O)c3ccc(NC(C)=O)cc3)CC2)cc1OC,1.0%,-1%,4%,-8%,7%,
Cc1ccnc(NC(=O)C2CCN(S(=O)(=O)c3ccc(C)c(C)c3)CC2)c1,4.5%,4%,68%,0%,-3%,
Cc1cccc(-n2ccnc2CN2CCN(C(C)C)C(CCO)C2)c1 (centres undefined),0.7%,-10%,-4%,-25%,63%,
O=C(O)c1ccc(-n2cccc2)cc1O,0.6%,-6%,-11%,-4%,76%,inhibitors of VEEV 10K pilot screen=0.7
COc1ccc(OC)c(NS(=O)(=O)c2cc(OC)ccc2OC)c1,2.1%,5%,0%,7%,12%,
COCCN=C1N[C@@H](c2ccc(Br)cc2)C(C(=O)OC)=C(C)N1Cc1ccccc1,3.1%,-6%,63%,-2%,67%,
Cc1ccc2c(Cn3cc(C(F)(F)F)cc(Cl)c3=O)cc(=O)oc2c1,.,4%,-4%,.,-2%,
O=C1/C(=C\c2cc3c(cc2Cl)OCO3)N2CCC1CC2,2.2%,-8%,-3%,-6%,16%,
COC(=O)c1ccc2c(=O)n(CCCCCC(=O)NCc3ccccc3)c(=O)[nH]c2c1,3.0%,2%,-8%,-12%,-24%,
C/C(=N\NC(=O)Cn1nnc2ccccc21)c1ccco1,0.2%,6%,-6%,1%,-9%,

# For convenience, some entries already given.
SMILES,inhibitors of VEEV,Salmonella PhoP GFP,H37Rv inhibition,H1N1 NS1A inhibition,tuberculosis growth,others
COC(=O)c1ccc2c(=O)n(CCCCCC(=O)NCc3ccccc3)c(=O)[nH]c2c1,3.0%,2%,-8%,-12%,-24%,
C/C(=N\NC(=O)Cn1nnc2ccccc21)c1ccco1,0.2%,6%,-6%,1%,-9%,

# The listing continues.
SMILES,inhibitors of VEEV,Salmonella PhoP GFP,H37Rv inhibition,H1N1 NS1A inhibition,tuberculosis growth,others
Cc1ccnc(NS(=O)(=O)c2ccc(NC(=O)CSc3nc(-c4ccccc4)cc(=O)[nH]3)cc2)n1,1.5%,-10%,4%,-3%,2%,
O=C(c1cc(-c2ccccc2Cl)on1)N1CCCC1,2.0%,-14%,12%,-6%,63%,
Cc1cccc(NC(=O)c2nc[nH]c2C(=O)N[C@@H](C)C(=O)OCc2ccccc2)c1,4.7%,-7%,4%,-23%,72%,
O=C(CSc1nnc(CNC(=O)c2ccccc2F)o1)c1ccccc1,2.1%,-3%,2%,14%,30%,
CCN(CC(=O)Nc1ccccc1C(F)(F)F)C(=O)CCc1c(C)[nH]c(=O)c(C#N)c1C,i,3%,-1%,7%,-3%,
COc1ccc(C(=O)NCc2ccccc2)cc1S(=O)(=O)N1CCCc2ccccc21,4.2%,2%,-8%,12%,18%,
COc1cc([N+](=O)[O-])ccc1NC(=O)CCCOc1ccccc1,1.2%,-8%,4%,9%,65%,
O=C(COC(=O)/C=C/c1ccc(F)cc1)NC1CCCCCC1,i,.,10%,-13%,35%,
CC(CNS(=O)(=O)c1ccc(Cl)cc1)n1cncn1 (centres undefined),0.1%,6%,3%,-10%,0%,

# Source: PubChem BioAssay
